Screening data (PubChem BioAssay)
TNAP activators: stimulation of alkaline phosphatase TNAP activity – biochemical, luminescent, no phosphate acceptor, uHTS, primary screen (AID 1001) | hit rate 0.03% among 200,000 | activation fold at 20 µM; hits with a dose series show EC50 in µM | purified TNAP, luminescent activation assay, no phosphate acceptor; higher activation fold means a stronger effect; in the data active = activation fold from about 3, or a potency from the dose series; inactive = the rest, 99 in 100 with activation fold below about 1.6; note: many of its hits are not listed in these tables
PMI inhibition: human PMI inhibitors, high substrate, primary screen, biochemical, fluorescence intensity, high mannose 6-phosphate (AID 1220). recombinant PMI enzyme, coupled fluorescence intensity; higher % means a stronger effect. inhibition, % at 20 µM; hits with a dose series show IC50 in µM. hit rate 0.66% among 190,000
Ins promoter up: MIN6 insulin promoter up-regulation | MIN6 insulin promoter-GFP reporter, high-content imaging; hits give high values | z-score at 5 µM | hit rate 0.3% among 190,000;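 active = z-score above 3 at 5 µM with at least 500 cells counted in the well; inconclusive = wells under 500 cells, flagged as cytotoxic or low count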
SV40 large T antigen: TAg ATPase/helicase activity blockers – biochemical (AID 1903); hit rate 0.39% among 310,000; inhibition, % at 20 µM; hits with a dose series show IC50 in µM; SV40 large T antigen ATPase/helicase inhibition assay; higher % means a stronger effect; in the data active = a potency from the dose series; inconclusive = inhibition mostly from about 32% at the one dose, without a potency; inactive = the rest, 99 in 100 with inhibition below about 32%; note: strong numbers were not always called active
human PMI inhibition: MPI enzyme activity inhibition – biochemical, fluorescence intensity, coupled assay, primary screen (AID 1209). purified PMI enzyme, coupled fluorescence intensity; higher % means a stronger effect. inhibition, % at 20 µM, or IC50 in µM where a hit was titrated. hit rate 0.42% among 190,000;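 note: plate controls were DMSO vehicle for no effect and wells lacking substrate for full effect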
ER stress rescue: protection against thapsigargin-triggered cell killing – 384-well, CSM14.1, ATP luminescence, primary screen (AID 1222) | CSM14.1 thapsigargin-induced death rescue, ATP luminescence; higher % means a stronger effect | cellular ATP content (survival), % at 20 µM; hits with a dose series show EC50 in µM | 190,000 tested, under 10 active;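 active = EC50 below 50 µM in the dose-response confirmation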;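 note: death triggered by thapsigargin at about 15 µM added after 2 h compound pretreatment; cell ATP read after overnight thapsigargin exposure of roughly 18 to 22 hours; normalized against plate controls of thapsigargin alone and 5% DMSO vehicle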
West Nile virus CPE: inhibition of WNV-induced cytopathic effect – cell-based, CPE readout (AID 1621). West Nile virus-infected cells, CPE inhibition; higher % means a stronger effect. one-dose CPE inhibition, % at 10 µM; IC50 in µM for titrated hits. hit rate 0.02% among 290,000; in the data active = a potency from the dose series; inconclusive = CPE inhibition mostly from about 3.7% at the one dose, without a potency; inactive = the rest, 99 in 100 with CPE inhibition below about 2.2%; note: strong numbers were not always called active
RSV antiviral HEp-2: inhibition of RSV-induced cytopathic effect – HEp-2 cells, primary 10 µM value included (AID 2391) | hit rate 0.13% among 310,000 | HEp-2 cells, RSV-induced CPE inhibition; higher % means a stronger effect | CPE inhibition, % at 10 µM, or IC50 in µM where a hit was titrated; in the data active = a potency from the dose series; inconclusive = CPE inhibition mostly from about 23% at the one dose, without a potency; inactive = the rest, 99 in 100 with CPE inhibition below about 21%; note: strong numbers were not always called active
Salmonella PhoP GFP: PhoP-dependent GFP reporter repression – Salmonella Typhimurium, primary screen (AID 1863); S. Typhimurium PhoP-regulated promoter GFP reporter, 4 h; higher % means a stronger effect; inhibition, % at 50 µM; hits with a dose series show IC50 in µM; hit rate 0.16% among 300,000;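 active = inhibition over 29.93%, a cutoff 3 SD above the screen mean, later confirmed by dose response; inconclusive = inhibition over 29.93% but no dose response follow-up; inactive = inhibition at most 29.93% or unconfirmed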;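 note: 0% = low Mg2+ inducing control and 100% = high Mg2+ repressing control; strong numbers were not always called active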
Ins promoter up cell count: second read-out of Ins promoter up, no call of its own (marks repeat the call); cell count; measured here: cytotoxicity, nuclei count;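 total cells summed across four imaged fields per well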
* marks the source's active call; other numbers are inactive results; ? = inconclusive; · = not tested or not shown. Cut-off read from the data, not from the text of the source, unless noted: active = inhibition above about 50%; inactive = the rest.

SMILES	TNAP activators	PMI inhibition	Ins promoter up	Ins promoter up cell count	SV40 large T antigen	human PMI inhibition	ER stress rescue	West Nile virus CPE	RSV antiviral HEp-2	Salmonella PhoP GFP
O=C(CSc1ccc(-c2ccccc2)nn1)N1CCN(c2ccccc2)CC1	1.1	-16.8%	-0.02	1449	13.4%	-4.8%	-0.7%	-0.5%	1.5%	-4.4%
CC(C)c1nc(SCC(=O)N2CCCCCC2)c2c(=O)n(C)c(=O)n(C)c2n1	·	·	·	·	12.4%	·	·	0.1%	4.8%	-4.5%
CCN1C(=O)/C(=C/C=C2\N(CC)c3cc(S(=O)(=O)N(C)C)ccc3N2c2ccccc2)SC1=S	·	·	·	·	7.5%	·	·	-0.2%	1.4%	-0.5%
CC(=O)Nc1ccc(/C=N/NC(=O)CNS(=O)(=O)c2ccccc2)cc1	1.2	-1.7%	-0.51	1374	23.7%	-1.8%	-0.9%	0.8%	-0.7%	2.1%
Cc1ccc(C(c2sc3nc(C)nn3c2O)N2CCN(CCO)CC2)cc1 (stereo not given)	·	·	?	·	8.7%	·	·	0.1%	2.8%	-3.6%
O=C(CCC(=O)c1cccs1)c1cccs1	1.1	3.3%	·	·	6.5%	3.2%	-0.9%	-1.0%	0.1%	-1.4%
CCn1c(SCc2ccc(C(=O)OC)o2)nnc1-c1c[nH]c2ccccc12	1	6.9%	0.21	721	7.0%	12.2%	-1.9%	0.5%	3.4%	-7.0%
Cc1ccc2c(c1)N(CC(=O)Nc1c(C)cccc1C)C(=O)c1cccnc1O2	·	·	·	·	2.6%	·	·	0.0%	2.8%	-0.1%
CC[C@@]12C(=O)N(c3ccc(OC)cc3)C(=O)N1[C@H](c1cccc(C)c1)[C@@H]1C(=O)N(Cc3ccccc3)C(=O)[C@@H]12	·	·	·	·	0.5%	·	·	0.3%	2.3%	-1.1%
CCN1CCN(CC(=O)N2c3ccccc3CC2C)CC1 (stereo not given)	1.1	-7.2%	·	·	17.1%	-4.3%	4.7%	-0.5%	-0.2%	-6.5%
Cc1c(C)n(CCCN(C)C)c2ncnc(Nc3ccc(F)cc3)c12	·	·	·	·	2.9%	·	·	-0.3%	-0.6%	-3.6%
O=C(N1CCCCC1)N1CCN(S(=O)(=O)c2cccc([N+](=O)[O-])c2)CC1	·	·	·	·	2.9%	·	·	-0.2%	1.1%	-6.4%
CCOC(=O)C1C(=O)CC(C)(O)C(C(=O)OCC)C1c1ccc(OC)cc1 (stereo not given)	1.1	2.3%	0.98	1192	7.1%	16.8%	0.6%	-0.1%	1.6%	-9.5%
COc1ccc(CCNc2cc(N3CCN(C(=O)c4ccc(C)cc4)CC3)ccc2[N+](=O)[O-])cc1OC	1.1	23.6%	-1.91	705	9.4%	20.1%	2.1%	0.5%	5.1%	5.2%
O=C1NC(c2ccccc2)=C(c2ccc3ccccc3n2)C(c2ccc(F)cc2)N1 (stereo not given)	1.1	14.9%	-0.06	1528	-0.3%	28.9%	-0.7%	-0.8%	16.3%	15.6%
CSc1ccc(/C=C(/NC(=O)c2ccco2)C(=O)N2CCOCC2)cc1	·	·	·	·	7.9%	·	·	-0.5%	0.4%	3.4%
COc1ccc(-c2nnc(OCc3nc4ccccc4n3C)c3ccccc23)cc1	1.2	8.1%	-0.41	1453	9.2%	14.0%	-0.6%	-0.8%	14.7µM*	27.9%
COCCNc1ccc(N2C(=O)CCCC2=O)cc1[N+](=O)[O-]	0.8	9.3%	0.71	1654	10.3%	-0.4%	-0.1%	-0.5%	1.4%	0.0%
Nc1ncnc2nc(SCC(=O)Nc3cccc(C(F)(F)F)c3)[nH]c12	·	·	·	·	9.4%	·	·	-0.8%	0.3%	2.1%
Cc1cc(NC(=O)CSc2nc3cc(Cl)ccc3c(=O)n2CC(C)C)no1	1	-18.1%	1.34	1308	-0.7%	-12.3%	-2.6%	-0.2%	-0.2%	-1.0%
O=C(NCCN1CCN(c2ccccc2)CC1)C1CCN(S(=O)(=O)c2cccc3nsnc23)CC1	1.1	1.2%	·	·	7.2%	2.3%	-0.7%	-0.7%	-0.9%	-1.2%
COCCCNC(=O)CCc1c(C)c2cc3c(C)coc3cc2oc1=O	·	·	·	·	2.8%	·	·	-0.3%	3.1%	-4.7%
CC(=O)Nc1ccc(C2(c3ccc(NC(C)=O)cc3)C(=O)Nc3ccccc32)cc1	1.1	4.5%	0.05	1309	3.2%	7.0%	-1.8%	2.0%	0.0%	8.9%
CCn1cc(C(=O)N2CC(C)CC(C)C2)c(=O)c2cc(S(=O)(=O)N3CCOCC3)ccc21 (stereo not given)	1.1	-4.1%	0.41	1178	7.0%	4.7%	-0.4%	-0.1%	-1.4%	-6.5%
Cn1nnc2c(NCc3ccco3)nccc21	1	1.6%	0.33	1264	-1.7%	-12.3%	-0.8%	-0.4%	-0.8%	8.0%
Cc1cccc(-n2c(C)cc(/C=C3\NC(=O)NC3=O)c2C)c1	·	·	0.07	1028	11.4%	·	·	-0.3%	5.9%	-5.8%
O=C(Nc1cccc(F)c1)c1c(O)c2ccccc2[nH]c1=O	·	·	·	·	6.9%	·	·	-0.4%	-0.4%	5.1%
CC(NCc1ccccc1)C1COc2ccccc2O1 (stereo not given)	1.2	-2.9%	-0.34	985	4.8%	4.4%	0.6%	-0.3%	0.5%	-0.9%
O=S(=O)(c1ccc(F)cc1)N1CCN(Cc2ccccc2C(F)(F)F)CC1	1.1	-8.6%	-0.29	866	3.5%	-2.5%	-0.7%	-1.0%	6.5%	-4.0%
CN(C)C(CNS(=O)(=O)c1ccc(F)cc1)c1cccnc1 (stereo not given)	1	7.0%	0.64	1854	5.1%	5.2%	-1.8%	0.3%	3.7%	3.4%
CCCC(=O)c1c[nH]c(C(=O)N2CCOCC2)c1	1	-3.7%	1	1379	8.0%	-6.1%	-1.0%	1.3%	0.1%	-4.2%
O=C(Nc1cccnc1)OC1CCCC1	1	10.9%	1.15	1200	3.4%	5.6%	·	-0.2%	0.9%	3.8%
Cc1nnc(SCC(=O)Nc2cccc(N)c2)n1-c1ccccc1	·	·	·	·	12.8%	·	·	-0.9%	0.6%	6.4%
O=C(CCN1C(=O)COc2ccccc21)N1CCN(c2ccccc2)CC1	1.1	-7.5%	0.07	1298	10.5%	-5.1%	-0.1%	0.2%	-0.6%	-2.3%
COc1cccc(CNC(=O)CSc2nnc3c(n2)[nH]c2ccc(C)cc23)c1	·	·	·	·	-1.8%	·	·	0.3%	1.5%	0.8%
COc1ccc2[nH]c(C(=O)Nc3ccc(F)cc3Br)cc2c1	·	·	0.63	1445	15.8%	·	·	-0.4%	3.9%	-7.5%
CCN1CCN(C(=O)c2ccc3c(c2)N(Cc2ccccc2F)C(=O)c2ccccc2S3(=O)=O)CC1	·	·	·	·	5.2%	·	·	-1.1%	2.3%	-4.1%
COC(=O)c1ccc([C@@H](O)[C@H](C)C(=O)CC(=O)OC(C)(C)C)cc1	·	·	·	·	7.1%	·	·	-0.3%	2.3%	-8.2%
CCc1ccc(OCC(=O)Nc2ccc(N3CCN(S(C)(=O)=O)CC3)cc2)cc1	1.1	7.4%	-0.28	1515	0.1%	3.8%	-1.3%	-0.1%	0.0%	-5.0%
COc1ccccc1NC(=O)c1ccc(CN2CCOCC2)cc1	1.1	-0.5%	0.67	1203	0.0%	-6.5%	-1.5%	-0.3%	-1.6%	-9.8%
CC(C)NC(=O)COC(=O)c1ccc(NS(=O)(=O)c2ccc3c(c2)OCCO3)cc1	1.1	2.1%	0.23	897	10.9%	5.0%	-2.2%	0.5%	?	2.9%
COc1ccc(C2CC(=O)Nc3cc(C)c(C)cc32)c(OC)c1OC (stereo not given)	1	-4.2%	-0.27	1002	2.7%	-8.4%	2.3%	-0.3%	1.2%	11.7%
N#C/C(=C\c1cccs1)C(=O)Nc1ccccn1	·	·	0.91	1268	9.8%	·	·	0.0%	2.1%	-9.5%
Clc1ccc(Cl)c(OCCN2CCCC2)c1	·	·	·	·	6.0%	·	·	-0.6%	-0.4%	4.2%
CCOC(=O)C1CSc2[nH]c(=O)sc2C1c1ccccc1 (stereo not given)	1.2	-79.9%	-1.67	875	47.0%	-43.6%	-1.2%	1.1%	3.0%	-4.6%
CN(C)c1nc(-c2ccccc2)ncc1S(=O)(=O)c1ccccc1	1	14.6%	0.05	1256	4.6%	18.1%	-0.5%	-1.0%	11.1%	-4.0%
CCOc1ccccc1N1CCN(C(=O)C(Sc2ccccc2)c2ccccc2)CC1 (stereo not given)	1.1	4.9%	-1.59	745	5.6%	6.4%	-2.2%	-0.2%	8.9%	-1.3%
COc1cc(C(=O)Oc2cccc(C(=S)N3CCOCC3)c2)cc(OC)c1OC	·	·	·	·	3.3%	·	·	-0.1%	0.5%	3.5%

Grouped by structure: the entries above containing an NH in an aromatic ring
SMILES	TNAP activators	PMI inhibition	Ins promoter up	Ins promoter up cell count	SV40 large T antigen	human PMI inhibition	ER stress rescue	West Nile virus CPE	RSV antiviral HEp-2	Salmonella PhoP GFP
CCn1c(SCc2ccc(C(=O)OC)o2)nnc1-c1c[nH]c2ccccc12	1	6.9%	0.21	721	7.0%	12.2%	-1.9%	0.5%	3.4%	-7.0%
Nc1ncnc2nc(SCC(=O)Nc3cccc(C(F)(F)F)c3)[nH]c12	·	·	·	·	9.4%	·	·	-0.8%	0.3%	2.1%
O=C(Nc1cccc(F)c1)c1c(O)c2ccccc2[nH]c1=O	·	·	·	·	6.9%	·	·	-0.4%	-0.4%	5.1%
CCCC(=O)c1c[nH]c(C(=O)N2CCOCC2)c1	1	-3.7%	1	1379	8.0%	-6.1%	-1.0%	1.3%	0.1%	-4.2%
COc1cccc(CNC(=O)CSc2nnc3c(n2)[nH]c2ccc(C)cc23)c1	·	·	·	·	-1.8%	·	·	0.3%	1.5%	0.8%
COc1ccc2[nH]c(C(=O)Nc3ccc(F)cc3Br)cc2c1	·	·	0.63	1445	15.8%	·	·	-0.4%	3.9%	-7.5%
CCOC(=O)C1CSc2[nH]c(=O)sc2C1c1ccccc1 (stereo not given)	1.2	-79.9%	-1.67	875	47.0%	-43.6%	-1.2%	1.1%	3.0%	-4.6%
